Screening data from PubChem BioAssay.
STK33 kinase inh = blocks human STK33 kinase activity; inhibition, % at 10 µM; Q9BYT3; AID 2661; 320,000 tested, 0.073% active; purified STK33, MBP phosphorylation, ADP-Glo luminescence;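 active means inhibition at or above 25%, using the most active replicate where run in duplicate; inactive means inhibition below 25%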
Target sequence (Q9BYT3 whole entry, looked up): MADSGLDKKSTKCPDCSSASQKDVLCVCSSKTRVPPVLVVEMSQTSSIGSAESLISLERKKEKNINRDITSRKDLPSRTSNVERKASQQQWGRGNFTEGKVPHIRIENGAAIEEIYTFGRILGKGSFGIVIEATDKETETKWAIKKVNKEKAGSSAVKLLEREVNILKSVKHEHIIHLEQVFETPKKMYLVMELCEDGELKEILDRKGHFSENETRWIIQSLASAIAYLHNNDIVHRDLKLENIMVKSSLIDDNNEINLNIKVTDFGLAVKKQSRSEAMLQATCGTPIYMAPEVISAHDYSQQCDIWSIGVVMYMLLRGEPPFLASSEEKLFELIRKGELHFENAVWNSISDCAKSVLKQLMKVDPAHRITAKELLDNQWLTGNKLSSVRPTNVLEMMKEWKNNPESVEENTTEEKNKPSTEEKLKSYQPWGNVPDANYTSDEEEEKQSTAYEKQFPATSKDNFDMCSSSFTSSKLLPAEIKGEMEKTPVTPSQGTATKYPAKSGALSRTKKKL
OX1R antag-1 = human HCRTR1 antagonism; inhibition, % at 5 µM; CHO/OX1R cells, Fluo-8 calcium fluorescence, orexin A; AID 434989; 330,000 tested, 0.43% active;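 active means inhibition above its plate's threshold, mean inhibition of all tested compounds on the plate plus 3 SD, cut at about 37% in these data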;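 further: 0% = orexin A challenge wells and 100% = SB-334867-A antagonist wells; not every result past the cut was called active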
Target sequence (O43613 whole entry, looked up): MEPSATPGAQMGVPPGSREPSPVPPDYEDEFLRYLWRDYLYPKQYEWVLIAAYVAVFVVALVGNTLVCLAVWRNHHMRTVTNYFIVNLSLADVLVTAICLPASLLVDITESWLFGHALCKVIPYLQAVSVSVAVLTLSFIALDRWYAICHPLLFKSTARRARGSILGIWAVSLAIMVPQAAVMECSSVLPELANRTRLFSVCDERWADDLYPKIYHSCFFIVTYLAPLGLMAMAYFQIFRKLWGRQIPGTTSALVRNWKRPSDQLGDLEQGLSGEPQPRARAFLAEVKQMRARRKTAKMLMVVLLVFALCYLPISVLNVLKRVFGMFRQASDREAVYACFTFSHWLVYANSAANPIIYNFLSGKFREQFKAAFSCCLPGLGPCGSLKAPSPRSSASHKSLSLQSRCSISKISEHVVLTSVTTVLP
OX1R antag-2 = blocks the human orexin 1 receptor; O43613; OX1R-expressing cells, FRET antagonist read-out; inhibition, % at 6.6 µM; 330,000 tested, 1.8% active; AID 485270; in the data active means inhibition mostly above about 38%, no sharp cut-off; inactive means mostly below about 40%;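 further: 0% = agonist challenge alone and 100% = reference antagonist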
Numbers without * were called inactive; x = not tested or not shown.

Sequence of screens – STK33 kinase inh, OX1R antag-1, OX1R antag-2
> CCC(Oc1ccccc1)C(=O)NC1C(=O)N2C1SC(C)(C)C2C(=O)O (stereo not given)
→ -2.0, -16, 11
> CCc1ccc(C2(C)SC(NC(C)=O)=NN2C(C)=O)cc1 (stereo not given)
→ -1.7, -6, 9
> CCOCc1nnc(NC(=O)C2CC(=O)N(C3CCCC3)C2)s1 (stereo not given)
→ -0.9, -16, 13
> CCCCNC(=O)N(c1c(N)n(Cc2ccccc2)c(=O)[nH]c1=O)C1CCCC1
→ 0.9, -7, 28
> Clc1ccc(-c2nnc(SCc3nc4ccccc4[nH]3)o2)c(Cl)c1
→ 1.1, -5, 28
> COc1cc(C)ccc1N(CCCN1C(=O)c2cccc3cccc(c23)C1=O)C(=O)c1cccs1
→ -1.6, -25, 25
> Cc1cc2c3c(c1)C1(C(=O)N3C(C)(C)CC2C)C(C#N)=C(N)OC2=C1C(=O)CC(C)(C)C2 (stereo not given)
→ 0.6, -28, 12
> O=C(O)CC1COc2ccccc2N1C(=O)c1ccccc1Cl (stereo not given)
→ -0.7, -14, 17
> CN(CCCC(=O)Nc1ccccc1F)S(=O)(=O)c1ccc(F)cc1
→ -2.4, -20, -4
> CCOc1ccccc1OCCn1nc2ccccc2n1
→ 1.1, 1, 4
> Cc1[nH]n2c(=O)c3c(nc2c1-c1ccccc1)CCCC3
→ -0.8, -12, 16
> COc1ccc(NC(C)C(=O)N/N=C/c2cc(Br)ccc2OC)cc1 (stereo not given)
→ 0.1, -30, 25
> O=C(COc1c(Cl)cccc1Cl)NN1C(=O)CSC1=S
→ -0.1, -8, 13
> COc1ccccc1C(=O)NCCC(=O)N(C)Cc1cccs1
→ -0.9, -3, 14
> C/C(=N\NC(=S)Nc1ccc(F)cc1)c1ccc2c(c1)OCCO2
→ 1.0, 4, 5
> Cn1c(=O)c2c(nc(CN3CCN(C(=O)c4ccco4)CC3)n2Cc2ccccc2F)n(C)c1=O
→ -0.6, -27, 13
> O=C(C1CCC1)N1CCc2cc(S(=O)(=O)N3CCc4ccccc4C3)ccc21
→ 0.6, -13, 21
> NC(=O)CNCCC(c1ccccc1)c1ccccc1
→ -0.8, 1, 2
> CC(C)(C)c1ccc(C(=O)NCCC(=O)NNC(=O)COc2ccc(F)cc2)cc1
→ -0.9, -11, 0
> CC(C)Nc1nc(-c2ccncc2)nc(-c2ccccc2)c1C#N
→ 0.6, -36, 4
> CCNCc1nc2cc(Cl)ccc2c(=O)[nH]1
→ -1.1, -9, 12
> CCOC(=O)C1=C(CC)Nc2ccccc2N=C1NC(=O)c1ccc(OC)c(S(=O)(=O)N2CCCCC2C)c1 (stereo not given)
→ -1.3, -22, 27
> O=C(O)CCC(=O)Nc1ccc(C(=O)OCC(=O)c2ccc(Cl)cc2Cl)cc1
→ -1.4, -7, 19
> O=C(NCc1ccccc1Cl)c1cnc2n(c1=O)CCS2
→ -1.2, -6, 11
> Cc1ccc(SCCC(=O)NCc2ccccn2)cc1
→ -0.5, -12, 19
> COc1ccc(N2CCN(C(c3cccs3)C(C)NC(=O)c3ccco3)CC2)cc1 (stereo not given)
→ -0.2, -26, 7
> Cc1ccc(N=Cc2c(O)c3ccccc3oc2=O)c(C)c1
→ 1.1, -9, 2
> O=C(CSc1ccc2nnc(CCNC(=O)c3ccc(F)cc3)n2n1)NCc1ccco1
→ -0.8, -5, 21
> CC(OC(=O)C1CCN(S(=O)(=O)c2ccc(Cl)cc2)CC1)C(=O)NC1CCCCC1C (stereo not given)
→ -1.4, -33, 4
> COc1ccc(N2CCN(C(=O)COCC(=O)O)CC2)cc1
→ -1.2, -1, 7
> CCN1CCN(c2ncc(C(=O)N3CCCc4ccccc43)c3ccccc23)CC1
→ -0.7, -27, -5
> O=C(Nc1cc(Cl)ccc1-n1cncn1)c1ccco1
→ 0.8, -14, 4
> CN(C)CCN(C(=O)c1cccs1)c1nc2cc3c(cc2s1)OCCO3
→ 0.8, -4, 18
> CC1CCCCC1NC(=O)c1ccc(S(=O)(=O)NNC(=O)c2ccncc2)cc1 (stereo not given)
→ -1.9, 10, -3
> O=C(NCCN1CCOCC1)c1cc(-c2ccc(Cl)cc2)on1
→ -0.1, -7, 6
> CC(C)(C)NC(=O)C(c1cccs1)N(Cc1ccc(F)cc1)C(=O)c1csnn1 (stereo not given)
→ -0.5, -20, 13
> Cc1cccnc1NC(=O)C1c2ccccc2Oc2ccccc21
→ -0.2, -1, 10
> CCC(C)(C)n1nnnc1CN(Cc1cccs1)Cc1cc2cc(OC)ccc2[nH]c1=O
→ -0.6, -26, 28
> CCN(CC)CCN1C(=O)C(=O)/C(=C(/O)c2cnn(-c3ccccc3)c2C)C1c1cccnc1 (stereo not given)
→ 0.9, 8, 14
> CC(NCC(O)COC1CCC(C(C)(C)C)CC1)c1ccccc1 (stereo not given)
→ 0.7, -29, 6
> CCCCn1c(N)c(N(CCOC)C(=O)C2CC(=O)N(Cc3ccco3)C2)c(=O)[nH]c1=O (stereo not given)
→ -0.1, -9, 3
> COC(=O)c1cc(C)nc(Sc2ccccc2N)n1
→ -1.0, -14, 16
> Nc1c(C(=O)c2ccccc2)sc2nsc(SCCN3CCCC3)c12
→ 1.8, -28, 8
> CCOc1cc(CNn2cnnc2)ccc1OCC(=O)NC1CCCCC1
→ -0.8, 0, 7
> CCOc1ccccc1NC(=O)CNC(=O)Cc1ccccc1
→ -0.4, -16, 41
> O=C(O)c1cc2ccccc2c(=O)s1
→ 1.7, 5, 19
> CC(C)=CCc1c(O)cc2c(=O)c3ccc(O)cc3oc2c1O
→ 0.0, -4, 17
> Cc1onc(-c2c(Cl)cccc2Cl)c1C(=O)c1ccccc1
→ -0.2, -26, 28
> CN1CCN(C(=O)c2cccc(NS(=O)(=O)c3ccc(Br)cc3)c2)CC1
→ 0.1, -17, 2
> CC(OC(=O)c1oc2ccccc2c1CSC1CCCCC1)C(=O)NC(N)=O (stereo not given)
→ 0.4, -22, 32

(next part)
Sequence of screens – STK33 kinase inh, OX1R antag-1, OX1R antag-2
> Oc1ccccc1-n1c(-c2ccccc2)ccc1-c1ccccc1
→ 0.6, 1, 10
> O=C(CCc1ccc(O)c(O)c1)NNC(=S)Nc1ccc(Br)cc1Cl
→ -0.8, -12, 13
> Cc1ccc(-c2nc3ncccn3c2NC(=O)C2CC2)cc1
→ -0.3, -9, 14
> CCC(C)C(NC(=O)c1ccccc1NC(=O)c1ccco1)C(=O)O (stereo not given)
→ -0.7, 1, 18
> C#CCNC(=O)C1=C[C@H](c2cn(C(C)=O)c3ccccc23)C[C@H](OCc2ccc(CO)cc2)O1
→ 1.2, 5, 21
> CCC(C)N=C1Sc2nc3ccc(C)cc3cc2CN1CCOC (stereo not given)
→ -0.1, -41, 24
> COCc1nnc(NC(=O)c2ccc(S(=O)(=O)N3CCOCC3)cc2)o1
→ 2.0, 6, 4
> CCCc1nn(C)c(C(=O)Nc2cccc(Cl)c2)c1Cl
→ 0.5, -28, 29
> Nc1ccc(/C=C/c2ccc3ncccc3c2)cc1
→ 0.5, -3, -6
> CN(C)c1ccc(NC(=O)N2CCOCC2)cc1
→ 0.4, -9, 25

Three compounds from above, sorted by the value under STK33 kinase inh, lowest first.
molecule,STK33 kinase inh,OX1R antag-1,OX1R antag-2
COc1cc(C)ccc1N(CCCN1C(=O)c2cccc3cccc(c23)C1=O)C(=O)c1cccs1,-1.6,-25,25
NC(=O)CNCCC(c1ccccc1)c1ccccc1,-0.8,1,2
CC(C)=CCc1c(O)cc2c(=O)c3ccc(O)cc3oc2c1O,0.0,-4,17

Next section.
Sequence of screens – STK33 kinase inh, OX1R antag-1, OX1R antag-2
> COc1ccc(N2CCN(C(=O)c3ccc(Cn4c(=S)[nH]c5ccc(N6CCOCC6)cc5c4=O)cc3)CC2)cc1
→ -1.1, -8, 11
> C=CC(=O)Oc1ccc(N2Cc3ccccc3C2=O)cc1
→ -0.7, -18, 14
> COCCn1c(N)c(C(=S)NC(=O)c2cccs2)c(=O)[nH]c1=O
→ 0.6, -15, 20
> Cc1cc(SCC(=O)Nc2ncc(Cl)cc2Cl)nc2ccccc12
→ -0.3, -26, 38
> Cn1c(SCC2CCCO2)nnc1-c1ccc([N+](=O)[O-])cc1 (stereo not given)
→ -1.2, -8, 41*
> COc1ccc(NC(=O)c2cc(S(=O)(=O)Nc3ccc(OC)cc3)cs2)cc1
→ -1.4, -15, 11
> CCCOC(=O)Nc1ccc(S(=O)(=O)Nn2cnnc2)cc1
→ 0.1, -2, 0
> COC(=O)C1=C(CSc2nncn2C)NC(=O)NC1c1ccc(F)cc1 (stereo not given)
→ -1.7, -17, 15
> CC1Cc2cc(/C(O)=C3/C(=O)C(=O)N(CCN4CCOCC4)C3c3ccc(C(C)C)cc3)ccc2O1 (stereo not given)
→ -0.8, -40, 3
> COc1ccc(-c2c(C)n([O-])c3c([n+]2=O)CCCC3)c(OC)c1
→ -1.3, -8, 13
> COc1ccccc1C(=O)COC(=O)CNS(=O)(=O)c1ccc(C)c(C)c1
→ -1.4, -12, 10
> C=CCn1c(SCC(=O)NCCC2=CCCCC2)nc2ccc(Cl)cc2c1=O
→ -0.2, -24, 24
> CCOc1ccc(C2C(C(=O)OC)=C(C)N=C3SCCC(=O)N32)cc1OCC (stereo not given)
→ -2.7, -15, 4
> Cc1ccc(-c2ccc(=O)n(CCC(=O)N3CCN(c4cccc(C)c4)C(C)C3)n2)cc1 (stereo not given)
→ -1.9, -56, 9
> CC(=O)c1ccc(OCCCC(=O)Nc2cccc(S(=O)(=O)N3CCCCC3)c2)cc1
→ -0.6, -12, -4
> COc1cccc(-c2nnc(NC(=O)c3ccc(Cl)s3)o2)c1
→ -0.7, 4, 32
> COc1ccc(C(=O)O)cc1S(=O)(=O)Nc1ccccc1C(=O)NCc1ccc2c(c1)OCO2
→ -0.3, -5, 4
> COc1ccc2nc(C)c3c(c2c1)OC(C)C3 (stereo not given)
→ -0.7, -11, 8
> Cc1ccc(-c2cc(-c3ccccc3C)[nH]n2)c(O)c1
→ 1.5, -10, 21
> CCSc1nnc(CNC(=O)c2ccccc2F)n1-c1ccccc1OC
→ -1.1, -16, 10
> O=C(Nc1ccc(S(=O)(=O)C(F)F)cc1)c1ccc2c(=O)n3c(nc2c1)CCC3
→ -0.8, -7, 12
> COc1ccc(N(CC(=O)Nc2ccc3c(c2)OCO3)S(=O)(=O)c2ccccc2)cc1
→ 0.0, -4, 14
> O=C(O)c1cccc(-n2c(/C=C/c3ccccc3)nc3ccccc3c2=O)c1
→ -0.5, -13, 9
> COc1ccc(-c2csc(-c3ccc(O)cc3)n2)cc1
→ -1.0, 0, 7
> Cc1cccc(C(=O)NC2CC3CCCC(C2)N3C(=O)Nc2ccccc2)c1 (stereo not given)
→ 0.0, -14, 14
> Cc1cccc(C)c1OCC(O)CN1CCc2ccccc2C1 (stereo not given)
→ -0.2, -29, 12
> COc1ccc(CN2C(=O)c3cccnc3C2=O)cc1S(=O)(=O)N1CCCC(C)C1 (stereo not given)
→ -1.0, -30, -1
> CCN(CC)CCCN=C(C)C1=C(O)c2ccccc2C1=O
→ 5.4, -14, 13
> Cc1cc(C(=O)OCC(=O)NCc2ccccc2)c2ccccc2n1
→ 0.4, -25, 10
> O=C(CCCCCNC(=O)N1CCn2c1nc1ccccc12)NCc1ccc(Cl)cc1
→ -0.9, -26, 13
> NC(=O)c1c(NC(=O)c2ccc(F)cc2Cl)sc2c1CCC2
→ 0.3, -16, 44*
> Cc1ccccc1Nc1cc(=O)oc2ccccc12
→ -0.3, -3, 9
> Cc1cccc(N2CCN(CC(O)COCc3cccs3)CC2)c1C (stereo not given)
→ -0.9, -31, 7
> Cc1cc(C)c(C(=O)Nc2ccc(S(=O)(=O)Nc3onc(C)c3C)cc2)c(C)c1
→ x, -31, 12
> CCc1cc(=O)oc2cc(OCC(=O)NCc3ccccn3)ccc12
→ -1.2, -7, 14
> O=C(c1ccccc1)N1CCN(c2n[nH]c(=O)[nH]c2=O)CC1
→ 1.4, -12, -10
> c1ccc(-c2ccccc2OCCCN2CCCCCC2)cc1
→ 0.3, -33, 4
> COC(=O)Cn1c(C)nc(=O)c(-c2ccccc2)c1C
→ -0.4, 5, 12
> Cc1ccc(N2C(=O)c3cccc4c(C(=O)O)ccc(c34)C2=O)cc1
→ -1.6, 2, 34
> COc1ccc(/C=C2\Oc3cc(OC(=O)N4CCOCC4)ccc3C2=O)cc1
→ -0.1, -38, 6
> O=C(O)/C=C/c1cn(-c2ccccc2)nc1-c1ccccc1
→ -0.2, -4, 5
> O=C(CSc1nnnn1C1CCCC1)N1CCN(C(=O)c2ccco2)CC1
→ -0.6, 7, 14
> Cc1ccc(-c2nnc(N(C)C(=O)c3cccnc3)s2)cc1
→ 0.4, -22, 12
> O=c1c2[nH]c3ccc(F)cc3c2nc2n1CCCS2
→ -1.3, -6, 29
> O=C(NCc1ccc2c(c1)OCO2)C1CCN(Cc2cnn(-c3ccccc3)c2-n2cccc2)CC1
→ -0.2, -31, 17
> Cc1ccccc1CN1[C@@H](Cc2ccccc2)COCCS1(=O)=O
→ 0.8, -18, 24
> O=C(CCn1c(=S)[nH]c2ccccc2c1=O)N1CCCCC1
→ -1.5, -15, 8
> Cc1[nH]c2ccccc2c1C(C[N+](=O)[O-])c1cccc(O)c1 (stereo not given)
→ -0.1, 0, 10
> COc1ccc(C(O)P(=O)(OCc2ccccc2)c2ccc(N(C)C)cc2)cc1 (stereo not given)
→ -2.0, -13, 14
> CC(C)(C)NC(=O)C[C@H]1C[C@H](C(=O)N2CCOCC2)[C@@]2(C)c3[nH]c4ccc(Cl)cc4c3CCN2C1=O
→ x, -40, 5

Entries from the list above with bromine, in the order listed:
Sequence of screens – STK33 kinase inh, OX1R antag-1, OX1R antag-2
> COc1ccc(NC(C)C(=O)N/N=C/c2cc(Br)ccc2OC)cc1 (stereo not given)
→ 0.1, -30, 25
> CN1CCN(C(=O)c2cccc(NS(=O)(=O)c3ccc(Br)cc3)c2)CC1
→ 0.1, -17, 2
> O=C(CCc1ccc(O)c(O)c1)NNC(=S)Nc1ccc(Br)cc1Cl
→ -0.8, -12, 13
